ADAM10 inh = ADAM10 inhibition, QFRET primary screen. O14672. recombinant ADAM10, EDANS/DABCYL FRET peptide cleavage, 3 h. inhibition, % at 7 µM. hit rate 0.62% among 370,000;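 active = inhibition above a per-campaign cutoff equal to the mean of compounds falling between control-based bounds plus 3 SD, cut at about 20% in these data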;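 note: 0% = DMSO wells while the 100% control is not disclosed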
Target sequence (O14672 214-748 limits assumed): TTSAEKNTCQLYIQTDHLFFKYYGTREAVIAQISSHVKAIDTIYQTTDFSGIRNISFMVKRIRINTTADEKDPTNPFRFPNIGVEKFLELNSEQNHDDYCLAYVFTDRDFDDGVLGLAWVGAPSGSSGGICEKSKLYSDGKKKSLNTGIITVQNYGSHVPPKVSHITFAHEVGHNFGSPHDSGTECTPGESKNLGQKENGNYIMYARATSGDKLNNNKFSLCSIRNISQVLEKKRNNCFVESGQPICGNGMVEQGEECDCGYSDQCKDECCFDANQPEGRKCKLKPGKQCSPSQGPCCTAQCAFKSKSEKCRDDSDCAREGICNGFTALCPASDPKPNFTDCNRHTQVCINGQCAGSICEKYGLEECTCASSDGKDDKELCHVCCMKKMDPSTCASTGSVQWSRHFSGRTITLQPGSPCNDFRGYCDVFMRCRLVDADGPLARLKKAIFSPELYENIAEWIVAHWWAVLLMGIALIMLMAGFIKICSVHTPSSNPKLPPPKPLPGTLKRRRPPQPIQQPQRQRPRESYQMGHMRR
TDP2 absorb = TDP2 (human) inhibition, absorbance primary screen; O95551; recombinant TDP2, T5PNP hydrolysis, p-nitrophenol absorbance 415 nm; inhibition, % at 12.8 µM; hit rate 0.34% among 370,000; AID 720702;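 active = inhibition above the mean of all tested compounds plus 3 SD, set per campaign, cut at about 25% in these data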;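 note: 0% = DMSO with enzyme and 100% = buffer with substrate but no TDP2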
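Evaluation: % inhibition relative to enzyme-containing and enzyme-free wells. Material: recombinant human TDP2. Benchmarks: enzyme-free and DMSO wells. Timing: enzyme reaction with compound for 2 h at 37 °C. Compound dosing: 12.8 µM only. Measured by: p-Nitrophenol epi absorbance. Reagent: T5PNP substrate at 5 mM, a TopII-DNA adduct mimic. Replication: single well per compound.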
ADAM17 inh = ADAM17 inhibition, QFRET primary screen. P78536. recombinant ADAM17, EDANS/DABCYL FRET peptide cleavage. inhibition, % at 6.95 µM. hit rate 0.83% among 370,000. AID 720648;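 active = inhibition above the mean of compounds lying between control limits plus 3 SD, set per campaign, cut at about 8.5% in these data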;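 note: 0% = DMSO-only wells as the low control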
SIAE primary = blocks human sialic acid acetylesterase | hit rate 0.69% among 370,000 | inhibition, % at 9.66 µM | Q9HAT2 | AID 1053197 | SIAE FP-Rh probe binding, fluorescence polarization;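 active = inhibition above a cutoff: mean of compounds within the control limits plus 3 SD of those, cut at about 17% in these data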;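 note: 0% = plate median of compound wells and 100% = probe without SIAE protein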
ARFGAP1 inhibitor = rat ARFGAP1 inhibition | inhibition, % at 16.5 µM | hit rate 0.26% among 360,000 | Arfgap1-stimulated ARF1 GTP hydrolysis, GDP FP detection;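 active = inhibition above a per-plate limit, mean inhibition of low control wells plus 3 SD, cut at about 25% in these data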;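 note: 0% = DMSO wells with enzyme and 100% = wells lacking Arfgap1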
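Assay system: Rat Arfgap1 GAP domain (His6, aa 1-136), purified enzyme | Buffer or medium: HEPES 25 mM pH 7.5, NaCl 150 mM, MgCl2, DTT | Schedule: GTP hydrolysis reaction 2 h at 25 °C | Signal: FP of antibody-bound GDP Alexa 633 tracer, ex 620/em 688 nm | Measure: Percent inhibition of Arfgap1-stimulated GTP hydrolysis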
PLCg1 inh = PLC-gamma1 (human) inhibition, primary screen; P19174; purified PLC-gamma1, fluorogenic substrate, fluorescence; inhibition, % at 12.2 µM; hit rate 0.84% among 370,000; in the data active = inhibition above about 9.5%
Tn7 DDE FP = DD(E)-Tn7 binding inhibition, primary FP screen; P02675; FP displacement of FITC-Tn7 peptide from fibrin DD(E); 0% = median of compound wells per plate; inhibition, % at 8.3 µM; hit rate 0.13% among 370,000; AID 720508;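 active = inhibition above the mean of compounds falling within the control limits plus 3 SD of them, cut at about 14% in these data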;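 note: 0% = plate median of compound wells and 100% = 10 µM Aha-Tn7 peptide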
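Assay system: human fibrin DD(E) protein / Input: 2 µM fibrin DD(E) / Benchmarks: high control of 10 µM Aha-Tn7 peptide / Measured by: fluorescence polarization of the labelled Tn7 tracer / Medium: Tris buffer with calcium and detergent, pH 7.8 / Timing: 10 min compound pre-incubation, 3 h probe incubation at room temperature / Repeats: one replicate per compound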
DDE Tn6 FP inh = disrupts Tn6 cyclic peptide binding to fibrin D-Dimer-E complex; inhibition, % at 8.3 µM; Fibrin DD(E) TRITC-Tn6 fluorescence polarization displacement; hit rate 0.21% among 370,000; P02675;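 active = inhibition above a per-campaign cutoff: mean of compounds within control limits plus 3 SD, cut at about 15% in these data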;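 note: 0% = median of all compound wells on the plate and 100% = blocking peptide control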
ASAP1 GAP inh = blocks human ASAP1-stimulated Arf1 GTP hydrolysis. Q9ULH1. GDP FP detection. inhibition, % at 16.5 µM. hit rate 0.19% among 360,000; in the data active = inhibition above about 25%;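 note: 0% = vehicle with enzyme and substrate and 100% = no enzyme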
Target sequence (Q9ULH1 325-724 limits assumed): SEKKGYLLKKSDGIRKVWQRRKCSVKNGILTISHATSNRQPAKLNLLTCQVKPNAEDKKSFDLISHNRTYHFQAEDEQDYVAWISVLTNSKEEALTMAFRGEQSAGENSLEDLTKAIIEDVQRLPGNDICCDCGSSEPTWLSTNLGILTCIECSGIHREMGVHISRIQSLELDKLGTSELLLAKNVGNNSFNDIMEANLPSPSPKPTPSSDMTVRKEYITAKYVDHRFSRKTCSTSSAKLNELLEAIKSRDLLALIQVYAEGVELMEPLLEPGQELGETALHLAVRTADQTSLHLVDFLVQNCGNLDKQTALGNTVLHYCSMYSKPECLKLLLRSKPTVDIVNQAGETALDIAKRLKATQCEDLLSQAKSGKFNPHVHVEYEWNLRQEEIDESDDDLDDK
PLCb3 inh = PLC-beta3 (human) inhibition, primary screen. AID 720704. inhibition, % at 12.2 µM. Q01970. Purified PLC-beta3, fluorogenic substrate, fluorescence. hit rate 0.18% among 370,000; in the data active = inhibition above about 11%;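 note: 0% = median of compound wells on plate and 100% = full blocker control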
* hit, by the source's call; i = inactive; · = not tested or not shown.

SMILES	ADAM10 inh	TDP2 absorb	ADAM17 inh	SIAE primary	ARFGAP1 inhibitor	PLCg1 inh	Tn7 DDE FP	DDE Tn6 FP inh	ASAP1 GAP inh	PLCb3 inh
COc1ccc(CCNC(=O)/C(C#N)=C/c2ccc(OCC(=O)NCC3CCCO3)cc2)cc1OC (stereo not drawn)	-2	-6	2	-1	2	-1	1	-5	12	-1
CCOC(=O)c1sc(NN=C(C(=O)OC)C(=O)OC)c(C(=O)OCC)c1C	3	3	0	4	-2	-1	-2	2	5	0
O=S(=O)(NC1CC1)c1ccccc1	-1	20	-1	2	-11	2	5	2	-6	-7
CC(C)C[C@H](NC(=O)c1[nH]cnc1C(=O)N[C@H](C)c1ccccc1)C(=O)OC(C)(C)C	25*	-12	9	-7	1	1	-5	-1	12	4
Cc1ccc(C(=O)CSc2ccccc2C(=O)O)cc1	5	7	-3	6	6	-1	-2	-8	-3	-4
CCN1CCCC1CNCc1cccc(OC)c1OCc1ccccc1 (stereo not drawn)	-2	-1	-4	6	-3	0	-3	4	0	1
COc1ccc(NC(=O)Cn2nc(C)c([N+](=O)[O-])c2C)cn1	5	14	2	2	-18	2	3	7	-8	1
O=C(COc1ccc(Cl)cc1)Nc1ccc2c(c1)OCO2	6	-9	0	2	1	-4	2	2	7	-2
CCCCC(=O)NC1(C(F)(F)F)C(=O)Nc2c1c(=O)n(C)c(=O)n2C (stereo not drawn)	0	10	-5	5	-8	-3	0	-1	-18	0
CC(=O)c1ccc(N2CCN(C(=O)C3CCN(S(=O)(=O)Cc4ccccc4)CC3)CC2)cc1	-13	-1	-5	5	-2	-5	-3	-1	-9	0
CC(=O)Nc1ccc(-c2ccnc3c2CC(C(=O)NCCc2ccccc2)O3)cc1 (stereo not drawn)	-16	2	-4	1	-1	4	1	6	-20	1
O=C(C[C@@H]1C/C=C\C[C@H](Cc2ccc(F)cc2)C(=O)OC[C@H]2CCCN2C1=O)NCCO	5	-11	3	-6	12	10*	0	-2	4	3
C[C@H](CO)N1C[C@H](C)[C@@H](CN(C)S(=O)(=O)c2ccc(F)cc2)Oc2ccc(NC(=O)CCN3CCOCC3)cc2C1=O	-11	4	-5	5	-2	-1	0	5	5	-4
Cc1ccc(NC(=O)c2oc3ccc(S(=O)(=O)N4CCC5(CC4)OCCO5)cc3c2C)cc1C	0	8	2	-49	4	-1	-1	-4	17	3
Cc1cc(C)n2nc(SCc3cccc(F)c3)nc2n1	-4	4	-2	-4	-1	0	-3	3	10	-5
Cc1cc(C)c(Nc2n[nH]c(=S)s2)cc1C	2	1	-1	9	-3	1	1	4	-7	-1
NC(=O)C1(N2CCCCC2)CCN(C(=O)CCCn2c(=O)[nH]c3ccsc3c2=O)CC1	-13	-2	4	0	-5	1	-2	-4	5	-1
CC(=O)N(CCc1ccccc1)Cc1cc2cc(C)ccc2[nH]c1=O	-22	0	-7	-4	12	0	-3	2	7	-7
CC(C)NC(=S)Nc1c(N)[nH]c(=O)[nH]c1=O	-4	1	-5	3	-1	-3	-1	5	-1	-8
CSc1nnc2c3c4c(sc3nc(-n3nc(C)cc3C)n12)COC(C)(C)C4	-12	-1	-7	5	-2	-10	-5	2	-2	-11
COc1ccc(C(=O)Nc2nc(C)cc(C)n2)cc1[N+](=O)[O-]	0	-3	1	0	-4	3	-1	7	-6	5
CC(=O)c1cccc(NC(=O)C(C)OC(=O)c2cccc(S(=O)(=O)N3CCN(C)CC3)c2)c1 (stereo not drawn)	6	-13	8	4	-11	1	-7	-4	-2	-2
CC(C)NC(=O)CSCc1c(Cl)cccc1Cl	-7	-4	-6	-6	11	-1	0	-2	3	-1
Cc1ccc(S(=O)(=O)N(C)c2ccc(OCC(=O)N3CCCC(C(F)(F)F)C3)cc2)cc1 (stereo not drawn)	10	-11	1	-2	8	-1	-2	2	0	-1
CC(C)NC(=O)CN1C(=O)C(C)(C)Oc2ccc(C(=O)NC3CCCCC3)cc21	-9	7	-3	8	9	1	0	-12	-6	-4
C=CCOn1c(=O)c(-c2ccc(Cl)cc2)[n+]([O-])c2ccccc21	-10	-6	-7	7	20	-15	0	1	12	-23
COCCn1c(SCC(=O)NC2CC2)nnc1-c1ccco1	-1	-9	-5	-5	-2	0	3	-10	3	-5
CCN(CC)S(=O)(=O)c1ccc(NS(=O)(=O)CC23CCC(CC2=O)C3(C)C)cc1 (stereo not drawn)	3	9	4	2	3	3	2	2	-2	2
S=C(Nc1ccccc1)N(CCN1CCOCC1)Cc1cccc(Cl)c1	18	-12	-1	-2	-8	8	1	1	7	-1
Cc1cccc(NC2SC(=O)N(CC(=O)O)C2=O)c1 (stereo not drawn)	-6	4	-3	1	5	1	-3	-1	-11	-2
Cc1cc(-c2ccccc2)nc(SC(C(=O)O)c2ccccc2)n1 (stereo not drawn)	8	-15	4	-9	7	4	-5	-1	4	4
C[C@@H]1CN([C@H](C)CO)C(=O)c2cc(C#CC(C)(C)O)cnc2O[C@@H]1CN(C)C(=O)C1CC1	-18	-5	-2	-5	0	-1	3	5	13	2
COc1ccc(C(=O)CN2CCN(c3ccc(F)cc3)CC2)cc1OC	0	-7	0	-1	1	3	-5	-1	-1	1
CC(C)c1nnc(NC(=O)CSc2nnc(-c3ccco3)o2)s1	1	-9	0	8	2	-4	-5	3	12	-6
COc1cccc(OC)c1C(=O)NC(=S)Nc1cc(-c2nc3ccccc3[nH]2)ccc1Cl	3	-6	0	-155	-18	-3	3	55*	9	-7
O=S(=O)(NCC(c1cccnc1)N1CCN(c2ccc(F)cc2)CC1)c1ccc(F)cc1 (stereo not drawn)	-6	7	1	-2	-8	0	5	-3	6	4
O=C(Nc1cccc([N+](=O)[O-])c1)C12CC3CC(C1)CC(n1cnc([N+](=O)[O-])n1)(C3)C2	2	-4	-5	4	4	2	-3	2	2	-1
O=[N+]([O-])c1ccc2nc(NCCCO)nc(-c3ccccc3)c2c1	-1	-9	7	3	3	-98	-3	-8	-4	-132
O=C(CSc1ccc(C(F)(F)F)cc1[N+](=O)[O-])N1CCOCC1	4	-2	2	-3	4	2	-4	1	20	-3
CC(=O)c1ccc(NC(=O)C(C)OC(=O)c2ccc3c(c2)nc(C)n3-c2ccccc2)cc1 (stereo not drawn)	6	-1	1	-5	-1	-7	5	3	1	-8

Reprinted at random: 6 entries already listed
SMILES	ADAM10 inh	TDP2 absorb	ADAM17 inh	SIAE primary	ARFGAP1 inhibitor	PLCg1 inh	Tn7 DDE FP	DDE Tn6 FP inh	ASAP1 GAP inh	PLCb3 inh
CC(=O)c1ccc(NC(=O)C(C)OC(=O)c2ccc3c(c2)nc(C)n3-c2ccccc2)cc1 (stereo not drawn)	6	-1	1	-5	-1	-7	5	3	1	-8
C[C@@H]1CN([C@H](C)CO)C(=O)c2cc(C#CC(C)(C)O)cnc2O[C@@H]1CN(C)C(=O)C1CC1	-18	-5	-2	-5	0	-1	3	5	13	2
O=C(Nc1cccc([N+](=O)[O-])c1)C12CC3CC(C1)CC(n1cnc([N+](=O)[O-])n1)(C3)C2	2	-4	-5	4	4	2	-3	2	2	-1
COc1ccc(C(=O)Nc2nc(C)cc(C)n2)cc1[N+](=O)[O-]	0	-3	1	0	-4	3	-1	7	-6	5
CC(=O)c1cccc(NC(=O)C(C)OC(=O)c2cccc(S(=O)(=O)N3CCN(C)CC3)c2)c1 (stereo not drawn)	6	-13	8	4	-11	1	-7	-4	-2	-2
O=[N+]([O-])c1ccc2nc(NCCCO)nc(-c3ccccc3)c2c1	-1	-9	7	3	3	-98	-3	-8	-4	-132

(continued)
SMILES	ADAM10 inh	TDP2 absorb	ADAM17 inh	SIAE primary	ARFGAP1 inhibitor	PLCg1 inh	Tn7 DDE FP	DDE Tn6 FP inh	ASAP1 GAP inh	PLCb3 inh
Cc1ncc(CO)c(C=O)c1O	i	-3	-276	5	·	-153	-6	1	·	-182
Cc1ccc2c(c1)N(C(=O)CCC(=O)N1CCCCC1)CCO2	-5	9	0	-1	-10	2	6	9	7	2
CCO/C=C1/C(=O)N(C)C(=O)c2cc(OC)ccc21	-6	14	-7	2	8	-21	3	2	-6	-25
CCCOc1ccccc1C(=O)N(Cc1ccco1)C1CCS(=O)(=O)C1 (stereo not drawn)	6	-2	-1	-1	-3	0	-7	0	5	-1
Cc1cccc(-c2c3c(=O)n(C)c(=O)n(C)c3c3cccnn23)c1	-5	-14	-3	-1	23	-13	2	3	-10	-20
CCN(CC)c1ccc2ccc(=O)oc2c1	i	-4	-217	-2	12	i	6	2	-9	i
O=S(=O)(Nc1ccc(N2CCOCC2)cc1)c1ccc(F)cc1F	-5	3	0	4	3	1	1	4	5	-2
CCN(CC1COc2ccccc2O1)S(=O)(=O)c1ccc(C)cc1 (stereo not drawn)	18	-11	5	0	1	1	3	0	1	6
CN1CCN(C2=C(NS(=O)(=O)c3cccs3)C(=O)c3ccccc3C2=O)CC1	5	20	-6	-3	6	0	-4	0	-6	-22
COc1ccc([C@H]2N[C@]3(CCCN(Cc4cccn4C)C3=O)[C@H]3C(=O)N(C)C(=O)[C@@H]23)cc1	-10	3	-5	6	5	-11	-1	-7	-5	-12

Record cards, from the list above. Order of screens: ADAM10 inh, TDP2 absorb, ADAM17 inh, SIAE primary, ARFGAP1 inhibitor, PLCg1 inh, Tn7 DDE FP, DDE Tn6 FP inh, ASAP1 GAP inh, PLCb3 inh
Entry for CCN(CC1COc2ccccc2O1)S(=O)(=O)c1ccc(C)cc1 (stereo not drawn) → 18, -11, 5, 0, 1, 1, 3, 0, 1, 6
Entry for CCO/C=C1/C(=O)N(C)C(=O)c2cc(OC)ccc21 → -6, 14, -7, 2, 8, -21, 3, 2, -6, -25
Entry for CCN(CC)c1ccc2ccc(=O)oc2c1 → i, -4, -217, -2, 12, i, 6, 2, -9, i
Entry for CN1CCN(C2=C(NS(=O)(=O)c3cccs3)C(=O)c3ccccc3C2=O)CC1 → 5, 20, -6, -3, 6, 0, -4, 0, -6, -22
Entry for Cc1cccc(-c2c3c(=O)n(C)c(=O)n(C)c3c3cccnn23)c1 → -5, -14, -3, -1, 23, -13, 2, 3, -10, -20

Screens (PubChem BioAssay)
